# From PubChem
# PHOSPHO1 block: blocks human PHOSPHO1 phosphatase activity. actives 1.1% (n = 290,000). Q8TCT1. recombinant PHOSPHO1, absorbance phosphatase assay. inhibition, % at 13.3 µM. AID 1565; in the data active means inhibition above about 60%
# Target sequence (Q8TCT1 whole entry, looked up): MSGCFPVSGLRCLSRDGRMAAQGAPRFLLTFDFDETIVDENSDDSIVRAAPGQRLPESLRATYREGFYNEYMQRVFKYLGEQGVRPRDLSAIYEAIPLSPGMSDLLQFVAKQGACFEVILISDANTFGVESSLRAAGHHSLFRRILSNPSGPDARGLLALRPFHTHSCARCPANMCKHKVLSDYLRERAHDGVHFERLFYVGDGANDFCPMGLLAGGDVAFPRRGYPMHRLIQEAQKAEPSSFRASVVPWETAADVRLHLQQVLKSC
# VIM-2 inhibitor: blocks Pseudomonas aeruginosa VIM-2 metallo-beta-lactamase | purified VIM-2, nitrocefin hydrolysis, epi-absorbance fluorescence | inhibition, % at 5.6 µM | actives 0.89% (n = 290,000) | AID 1527;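 active means inhibition above the mean of all tested compounds plus 3 SD, cutoff set per screening run, cut at about 7.5% in these data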;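 further: red hydrolysis product quenches plate fluorescence so inhibitors raise well fluorescence; 0% = enzyme with DMSO and 100% = DMSO without enzyme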
# NALP1 yeast inh: inhibitors of NALP1 inflammasome in yeast. S. cerevisiae NALP1/ASC/caspase-1 growth, X-gal OD620, 72 h. inhibition, % at 10 µM. actives 0.61% (n = 280,000); in the data active means inhibition mostly above about 24%, no sharp cut-off; inactive means mostly below about 32%; further: some compounds called inactive have numbers as strong as hits
# IDE cell activ: boosts human insulin-degrading enzyme activity in HEK cells. actives 0.073% (n = 340,000). FAbeta-B cleavage, fluorescence polarization; 0% vehicle, 100% cell-free pure enzyme wells. activation, % at 5.96 µM. AID 493087. P14735;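 active means activation above the mean of all tested compounds plus 3 SD, set per screening campaign, cut at about 17% in these data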
# IMP-1 inh: inhibitors of Pseudomonas aeruginosa IMP-1 metallo-beta-lactamase | actives 0.45% (n = 290,000) | inhibition, % at 5.6 µM | purified IMP-1, nitrocefin hydrolysis, epi-absorbance fluorescence;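 active means inhibition above the mean plus 3 SD of all compounds in the same screening run, cut at about 4.5% in these data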;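 further: 0% = IMP-1 with DMSO and 100% = DMSO wells lacking enzyme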
#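 System: purified IMP-1 / Input: IMP-1 dispensed at 0.2 nM / Medium: 50 mM HEPES pH 7.1, 50 µM ZnSO4, 0.05% Brij 35 / Timing: 15 min enzyme–compound preincubation, then 25 min nitrocefin reaction, 25 °C / Technique: plate fluorescence quenching by hydrolysis product, ex 480/em 530 nm / Repeats: singlicate testing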
# pCIP destab: p/CIP protein destabilization | actives 0.01% (n = 290,000) | Q05BA5 | decrease of EGFP signal, % at 10 µM | AID 1984 | F442A p/CIP-EGFP cells, EGFP fluorescence, 16 h;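 active means EGFP signal decrease of at least 30% at 10 µM or well 3 SD below plate mean, unless failing retest; inactive means the rest, including hits failing retest or dose response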; further: some compounds called inactive have numbers as strong as hits; many of its hits are not listed in these tables
# IDE inh: inhibitors of human insulin-degrading enzyme in cells. AID 434962. HEK cells, FAbetaB cleavage, fluorescence polarization. P14735. inhibition, % at 5.59 µM. actives 0.41% (n = 320,000);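 active means percent inhibition above the average of all tested compounds plus 3 SD, set per screening campaign, cut at about 16% in these data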;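 further: IDE supplied by intact live HEK cells; FP after avidin binding of uncleaved biotin substrate so inhibition keeps polarization high; 0% = DMSO wells and 100% = 60 µM reference IDE inhibitor Ii1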
# GPR7 antag: human neuropeptides B/W receptor 1 antagonism; actives 1.1% (n = 290,000); inhibition, % at 4.4 µM; AID 1861; GPR7-expressing cells, fluorescence antagonist assay; in the data active means inhibition above about 16%, passing the limit was not always enough;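 further: cells stimulated with the agonist NPW; 0% = agonist with vehicle and 100% = vehicle without agonist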
# Target sequence (P48145 whole entry, looked up): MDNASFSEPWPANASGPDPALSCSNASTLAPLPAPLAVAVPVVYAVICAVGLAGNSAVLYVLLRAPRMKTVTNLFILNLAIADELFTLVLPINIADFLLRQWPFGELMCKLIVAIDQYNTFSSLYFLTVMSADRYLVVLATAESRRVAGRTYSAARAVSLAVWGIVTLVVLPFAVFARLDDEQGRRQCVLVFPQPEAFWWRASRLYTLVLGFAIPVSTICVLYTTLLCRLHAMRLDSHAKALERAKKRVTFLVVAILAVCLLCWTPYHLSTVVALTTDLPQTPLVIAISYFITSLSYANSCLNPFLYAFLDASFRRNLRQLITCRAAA
# PfM18AAP inh: blocks P. falciparum M18 aspartyl aminopeptidase. recombinant PfM18AAP, H-Glu-NHMec fluorogenic cleavage. actives 1.2% (n = 290,000). inhibition, % at 7.35 µM;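 active means inhibition above the campaign mean inhibition over all tested compounds plus 3 SD, cut at about 28% in these data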;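 further: 0% = plate median of test compound wells and 100% = 2 mM ZnCl2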
# * marks the source's active call; other numbers are inactive results; · = not tested or not shown.
SMILES,PHOSPHO1 block,VIM-2 inhibitor,NALP1 yeast inh,IDE cell activ,IMP-1 inh,pCIP destab,IDE inh,GPR7 antag,PfM18AAP inh
Cc1ccc(NC(=O)c2cc(F)c(F)cc2Cl)nc1,37,-2.4,13,-5,-1.3,-17,-1,-4,0
Cc1nn(CC(=O)OCC(=O)Nc2c(C(C)C)cccc2C(C)C)c(C)c1[N+](=O)[O-],-3,-1.0,11,-3,-2.8,4,2,-3,-10
COc1cccc(C(=O)COc2ccc3c(C)c(Cc4ccccc4)c(=O)oc3c2C)c1,-5,1.4,27,·,0.8,11,0,-10,-3
COc1ccc(CCN2C(=O)CSC2=Nc2ccc(C)cc2C)cc1OC,58,-3.4,·,6,-2.8,-9,0,-9,0
O=[N+]([O-])c1ccc(/C=C/c2ccncc2)cc1,25,-1.2,32,0,-1.1,-2,-2,1,2
Cc1cccc(-c2noc(CN(C(=O)/C=C/c3ccccc3Cl)C(C)C)n2)c1,-2,-4.9,20,6,-2.3,2,6,2,4
Cc1ccc(-n2nc(CN3CCOCC3)c(-c3ccccc3)c2N)cc1Cl,-5,-1.5,33,-6,-2.9,1,5,-2,-1
CC(CCc1ccccc1)NC(=O)CN(C)Cc1ccccc1F (centres undefined),-16,-2.3,8,7,-0.9,3,1,1,-1
O=C(CS(=O)(=O)c1cn(Cc2ccccc2Cl)c2ccccc12)N1CCOCC1,2,-1.1,24,6,0.2,9,-6,-6,-1
CCOC(=O)C1CCN(CC(O)COc2ccc(C(C)=O)cc2)CC1 (centres undefined),-4,-2.3,-13,3,-0.6,-26,0,-3,0
Cc1ncc(CN2CCC(C(=O)Nc3ccc(Oc4cccnc4)cc3)CC2)cn1,36,-1.2,9,-3,-3.3,0,2,-7,6
CC(C)(CN=C1NS(=O)(=O)c2ccccc21)CNC(=O)CN1C(=O)c2ccccc2C1=O,1,-1.6,17,-4,-1.2,1,3,-5,0
CC(OC(=O)C1CCN(S(=O)(=O)c2ccccc2C(F)(F)F)CC1)C(=O)N(C)Cc1ccccc1 (centres undefined),22,-1.6,12,-1,-2.1,-5,-2,21,-2
Cc1ccccc1CN1CCCC(C(=O)Nc2ccccc2Oc2cccnc2)C1 (centres undefined),22,-1.9,-13,5,-2.7,-4,8,-6,-5
Cc1ccccc1-n1c(=O)cc(N2CCN(C(=O)c3ccco3)CC2)[nH]c1=O,-8,-2.2,12,5,-2.0,4,6,-4,0
Cc1ccc(NC(=O)C(C)OC(=O)CCNS(=O)(=O)c2ccc(C)cc2)cc1 (centres undefined),0,1.7,24,6,-2.8,-4,8,5,-3
Cc1nnc(C)n1/N=C/c1ccc(-c2ccccc2Cl)o1,24,-0.6,13,-1,-1.5,-2,0,-1,-2
Cc1onc(-c2c(F)cccc2Cl)c1C(=O)N(C)CCc1ccccn1,57,-3.4,4,3,-2.1,-13,7,-2,4
COC(=O)C1=C(C)N(c2ccccc2)/C(=C/c2ccco2)C1=O,0,-0.6,24,6,0.0,-4,0,16,-3
Cc1ccc(C(=O)CC(=O)c2cc(Cl)ccc2O)cc1,12,-3.5,9,3,-0.1,2,4,2,1
NS(=O)(=O)c1ccc(CCNC(=O)C(=O)C2C(=O)Nc3ccccc32)cc1 (centres undefined),2,-3.4,22,3,-2.0,-5,9,-15,0
CC1C(=O)NN=C1C(=O)N/N=C\C(Br)=C\c1ccccc1 (centres undefined),32,-1.9,21,3,-4.0,-11,·,-2,19
Cn1c(=O)c2c(ncn2CCC(=O)N/N=C/c2ccccc2)n(C)c1=O,32,-1.3,17,0,-2.8,-23,4,-8,-16
Cc1ccc(Cn2ccc(O)c(Cc3ccccc3)c2=O)cc1,15,-1.9,1,2,-3.5,-9,6,6,0
N#CC1=C(Nc2ccccc2)SC=C(c2ccc(Br)cc2)N=C1N1CCOCC1,37,0.5,9,-3,-1.0,-15,2,10,5
COc1ccc(-c2[nH]c(-c3ccc(C)cc3)nc2SCC(=O)NC2CCCC2)cc1,-9,-0.2,6,3,-5.2,-14,1,-1,3
O=C(Oc1ccccc1-c1nnco1)c1ccccc1,-50,-3.1,-23,1,-2.0,32,1,-1,8
Cc1cc(C)cc(OCC(=O)NC2CCCc3ccccc32)c1 (centres undefined),6,-2.9,21,6,0.5,-2,-1,-14,-1
O=C(COC(=O)c1cc(-c2ccccc2)nc2ccccc12)Nc1ccc2c(c1)OCO2,-3,-3.5,24,4,-3.4,1,0,10,-3
Cc1ccc(C(=O)N(CN2CCCC2=O)c2ccccc2)cc1C,-2,-2.0,19,2,-0.1,-2,1,10,0
CCOC(=O)c1cc2c(n(-c3ccccc3)c1=O)CC(C)(C)CC2=O,1,-0.3,0,1,-0.9,5,-1,-16,3
COc1cc(Br)cc(/C=C/c2ccc3cccc(O)c3n2)c1O,-23,-0.5,15,-8,0.9,-6,9,11,0
CC1CN(C(=S)NC(=O)C2CCCCC2)CC(C)O1 (centres undefined),3,-2.2,27,4,-1.8,1,2,0,-4
COc1cc(/C=N\Nc2nc3ccccc3o2)cc(OC)c1OC,10,-2.8,12,0,-2.0,-18,-4,-5,10
COc1cc(C)c(S(=O)(=O)NCc2cccnc2)cc1C,3,0.1,20,1,1.4,14,4,-3,2
Cc1cc(=O)[nH]c(SCc2nc3ccc([N+](=O)[O-])cc3[nH]2)n1,-19,-2.0,10,-2,-3.4,-2,3,-8,4
C=CCSc1nc2sc3c(c2c(=O)n1CC)CCc1ccccc1-3,87*,-4.2,7,-4,-2.3,0,0,3,11
COc1ccc(C(C)=O)cc1CSc1nncn1-c1ccccc1,-51,-3.6,23,1,-1.8,-9,10,-1,0
CC(=O)c1cccc(N(CC(=O)Nc2cccnc2)S(C)(=O)=O)c1,2,-2.8,31,1,1.4,-38,-1,-4,12
Nc1cccc(S(=O)(=O)Nc2ccc(SC(F)F)cc2)c1,24,-2.1,7,7,-2.4,10,0,-7,1
CCC1=NN2C(=N)/C(=C/c3ccc(OS(=O)(=O)c4ccc(C)cc4)c(OC)c3)C(=O)N=C2S1,12,-4.1,-3,1,-1.9,-3,-7,1,1
CC(C)COc1ccc(C(=O)Nc2ccc(NC(=O)c3ccco3)c(Cl)c2)cc1,-5,-1.5,11,-3,-5.0,-2,0,-12,-26
COc1ccc(C(=O)Nc2ccc(/C(C)=N/NC(=O)c3ccncc3)cc2)cc1,28,14*,8,-1,32*,-13,-3,2,3
COc1ccc(N2CC(=O)N(c3ccccc3)C2=S)cc1,-9,-1.1,22,5,-4.0,5,2,-1,3
CC(=O)Nc1sc(NC(=O)c2ccccc2)nc1-c1cccs1,1,-0.8,-22,-7,-1.7,4,10,-9,9
O=C(CCNc1cc(Cl)cc(Cl)c1)c1cccs1,42,-1.5,14,8,-2.6,6,4,5,0
CCCCC(=O)NC1(C(F)(F)F)NC(=O)N(C)C1=O (centres undefined),48,-2.7,·,2,-3.0,-4,4,-8,7
Cc1ccc(NC(=O)CCSCCC(=O)Nc2ccc(C)c(C)c2)cc1C,41,-2.7,8,-3,-2.3,-8,-2,8,-10
O=[N+]([O-])c1ccc(C(O)CNC(=S)Nc2ccccc2)cc1 (centres undefined),13,0.8,-4,5,-4.6,-4,7,2,-4
CN(C)CC(O)COC(c1ccccc1)c1ccccc1 (centres undefined),37,0.5,-20,7,-0.4,-4,0,18,8
CC1CCC(C(=O)NC(C(=O)NCCc2ccc(S(N)(=O)=O)cc2)C(C)C)CC1 (centres undefined),·,-2.9,4,-1,-2.1,-14,-4,-10,-1
COc1ccc(N2CCCC2)c(NC(=O)COc2ccccc2Cl)c1,12,-1.6,-1,2,-0.6,-16,-1,-15,14
Cc1sc2nc(C)n(/N=C/c3ccccc3O)c(=O)c2c1C,-29,0.6,5,-5,-2.3,-6,5,-5,-6
O=C(NC1CCN(Cc2ccccc2)CC1)c1ccc2c(c1)[nH]c(=O)n2Cc1ccc(F)cc1,-17,-2.5,-17,5,-3.2,-9,-3,1,4
O=C(NNC(=O)C1CCN(c2ncccn2)CC1)c1ccncc1,1,-2.9,5,4,-1.8,6,2,2,1
CC(=O)N[C@H]1C[C@@H]1c1ccccc1,10,-2.1,34,5,-7.0,-10,-5,-14,5
CCOC(=O)Nc1csnn1,18,-1.6,18,6,-1.8,6,·,-6,-2
CCCCOc1ccc(/C=N/Nc2cc(N3CCOCC3)nc(C)n2)cc1,25,-0.2,13,2,0.7,-6,-1,3,4
CCCc1cc(=O)n2c([nH]c3ccccc32)c1C#N,8,0.0,12,6,-4.7,-22,-1,-11,13
Cc1ccc(CSc2nnc(-c3ccc(NS(=O)(=O)c4ccccc4)cc3)o2)cc1,4,-1.5,11,6,-1.9,-6,7,-2,-7

# A second format for some results above.
# Sequence of screens: PHOSPHO1 block, VIM-2 inhibitor, NALP1 yeast inh, IDE cell activ, IMP-1 inh, pCIP destab, IDE inh, GPR7 antag, PfM18AAP inh
> O=C(CCNc1cc(Cl)cc(Cl)c1)c1cccs1
 : 42, -1.5, 14, 8, -2.6, 6, 4, 5, 0
> CCCCC(=O)NC1(C(F)(F)F)NC(=O)N(C)C1=O (centres undefined)
 : 48, -2.7, ·, 2, -3.0, -4, 4, -8, 7
> Cc1ccc(NC(=O)CCSCCC(=O)Nc2ccc(C)c(C)c2)cc1C
 : 41, -2.7, 8, -3, -2.3, -8, -2, 8, -10
> O=[N+]([O-])c1ccc(C(O)CNC(=S)Nc2ccccc2)cc1 (centres undefined)
 : 13, 0.8, -4, 5, -4.6, -4, 7, 2, -4
> CN(C)CC(O)COC(c1ccccc1)c1ccccc1 (centres undefined)
 : 37, 0.5, -20, 7, -0.4, -4, 0, 18, 8
> CC1CCC(C(=O)NC(C(=O)NCCc2ccc(S(N)(=O)=O)cc2)C(C)C)CC1 (centres undefined)
 : ·, -2.9, 4, -1, -2.1, -14, -4, -10, -1
> COc1ccc(N2CCCC2)c(NC(=O)COc2ccccc2Cl)c1
 : 12, -1.6, -1, 2, -0.6, -16, -1, -15, 14
> Cc1sc2nc(C)n(/N=C/c3ccccc3O)c(=O)c2c1C
 : -29, 0.6, 5, -5, -2.3, -6, 5, -5, -6
> O=C(NC1CCN(Cc2ccccc2)CC1)c1ccc2c(c1)[nH]c(=O)n2Cc1ccc(F)cc1
 : -17, -2.5, -17, 5, -3.2, -9, -3, 1, 4
> O=C(NNC(=O)C1CCN(c2ncccn2)CC1)c1ccncc1
 : 1, -2.9, 5, 4, -1.8, 6, 2, 2, 1
> CC(=O)N[C@H]1C[C@@H]1c1ccccc1
 : 10, -2.1, 34, 5, -7.0, -10, -5, -14, 5
